# Rhodamine autofl: qHTS Assay for Spectroscopic Profiling in Rhodamine Spectral Region; Rhodamine-region fluorescence, 547/598 nm, Tris buffer; stronger effect = higher value; max dye-equivalent concentration, M; 59,000 compounds, 0.05% hits; AID 594, 2007; in the data active = max dye-equivalent concentration above about 11 nM; inconclusive = between about 1.1 nM and that limit
#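 A six-point rhodamine series on each plate calibrates the signal. Compounds sit in 100 mM Tris (pH 8.0) for 15 min at ambient temperature before imaging through 547 nm/598 nm filters.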
# DNA Pol III inh: qHTS Assay for Inhibitors of DNA Polymerase III Holoenzyme System | Potency, µM (titrated, usually from 57.1 µM), for inactives: at the top dose activity change, negative = inhibition | reconstituted DNA polymerase III holoenzyme replication, biochemical | 71,000 compounds, 0.25% hits | AID 603, 2007; also: potency is read from the fitted curve at half-maximal effect; % is scaled to controls: 0 for no effect and ±100 for the full control effect
#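 Reconstituted *E. coli* holoenzyme (0.35 nM Pol III, 1 nM beta, 154 nM SSB, 2 nM primase) was preincubated with compound for 15 min at RT. Synthesis on 1.4 nM ssM13Gori ran 35 min, then was stopped with PicoGreen/EDTA and read as dsDNA fluorescence.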
# ALOX15 inhib: qHTS Assay for Inhibitors of 15-hLO (15-human lipoxygenase); Potency, µM (series often up to 57.1 µM), for the others: at the top dose activity change, negative = inhibition, hits mostly inhibitors; Polyunsaturated fatty acid lipoxygenase ALOX15 (Homo sapiens), P16050; 74,000 compounds, 1.4% hits; purified 15hLO-1, xylenol orange hydroperoxide absorbance; also: potency is read from the fitted curve at half-maximal effect; % is scaled to controls: 0 for no effect and ±100 for the full control effect; nearly all actives have a fitted effect of over 55% in size
#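 40 nM 15hLO-1 + cpd, 15 min RT; start w/ 50 uM AA (final), 6 min RT; stop/detect w/ 200 uM XO + 300 uM Fe(II) in 50 mM H2SO4, 30 min; A573/A405. Buffer 25 mM Hepes pH 7.5, 0.01% Triton X-100. No-enzyme wells as negative control.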
# Hsp90 Hop PPI: qHTS Assay for Disrupters of an Hsp90 Co-Chaperone Interaction; Hsp90 C-terminal peptide / TPR2A (Hop) interaction, human; AlphaScreen TPR2A-His6 binding biotin-Hsp90 C-terminal peptide; Potency, µM (series often up to 57 µM), inactives show at the highest dose activity change, negative = inhibition; 71,000 compounds, 0.44% hits; active = well fitted curve in either direction with a large enough effect; inconclusive = small, poorly fitted or top-dose-only effect, or another doubt; also: potency is read from the fitted curve at half-maximal effect; % is scaled to controls: 0 for no effect and ±100 for the full control effect; many of its hits are not listed in these tables
# HBB splice mod: qHTS Assay for Modulators of Hemoglobin Beta Chain Splicing; 65,000 compounds, 0.06% hits; HBB splicing reporter cell assay, activation; EGFP reporter with mutant IVS2-654 intron; response scale: normalised to 500 nM splice-correcting PNA; Potency, µM (series often up to 46.1 µM), for inactives: at the highest dose activation, actives largely listed as activators; also: potency is read from the fitted curve at half-maximal effect; 0% is about no effect
#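 HeLa cells stably expressing EGFP interrupted by mutant beta-globin intron 2 (IVS2-654), 500/well in 2% FCS. Treated with compound for 2 days at 37C. Splicing correction scored as total well GFP intensity (488 nm excitation, 500-520 nm emission); 500 nM antisense PNA served as control.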
# Luciferase inh: qHTS Assay for Inhibitors of Firefly Luciferase; 72,000 compounds, 2.2% hits; Luciferin 4-monooxygenase (Photinus pyralis), P08659; purified firefly luciferase, luminescence, 8 min; Potency, µM (highest dose often 57.1 µM), without a hit: at the top dose activity change, negative = inhibition, most hits filed as inhibitors; also: potency is read from the fitted curve at half-maximal effect; % is scaled to controls: 0 for no effect and ±100 for the full control effect; nearly all actives have a fitted effect of over 40% in size
# Target sequence (P08659 whole entry, looked up): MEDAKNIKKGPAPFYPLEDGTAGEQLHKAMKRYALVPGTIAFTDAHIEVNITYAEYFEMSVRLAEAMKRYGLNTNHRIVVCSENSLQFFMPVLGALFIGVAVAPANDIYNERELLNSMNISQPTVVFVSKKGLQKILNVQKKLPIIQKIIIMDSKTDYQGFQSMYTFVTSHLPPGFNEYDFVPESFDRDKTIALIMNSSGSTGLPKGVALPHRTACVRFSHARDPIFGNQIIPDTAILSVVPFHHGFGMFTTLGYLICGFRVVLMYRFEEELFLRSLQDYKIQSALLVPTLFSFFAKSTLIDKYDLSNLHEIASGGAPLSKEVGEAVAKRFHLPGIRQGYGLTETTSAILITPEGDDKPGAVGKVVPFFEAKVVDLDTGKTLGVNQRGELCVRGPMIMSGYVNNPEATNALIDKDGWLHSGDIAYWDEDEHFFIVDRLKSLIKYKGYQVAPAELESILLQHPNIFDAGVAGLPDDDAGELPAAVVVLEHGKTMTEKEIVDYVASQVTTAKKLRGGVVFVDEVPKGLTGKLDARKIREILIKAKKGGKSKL
#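 Firefly luciferase (PKLight detection mix) with 10 uM ATP in pH 7.2 imidazole buffer (KCl, MgCl2, Tween 20, BSA). Compounds tested across a concentration series (qHTS). Luminescence read after 8 min at ambient temperature.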
# Tau filament bind: qHTS Assay for Tau Filament Binding; Microtubule-associated protein tau (Homo sapiens), P10636; recombinant tau filaments, thioflavin S fluorescence, 15 h; filaments grown with octadecylsulfate alongside compound; Potency, µM (top dose mostly 57.1 µM), without a hit: top-dose activity change, negative = inhibition; 71,000 compounds, 2% hits; AID 596, 2007;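 also: potency is read from the fitted curve at half-maximal effect; % is scaled to controls: 0 for no effect and ±100 for the full control effect; actives lower thioflavin S fluorescence by blocking filaments or displacing dye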
#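 Assay mix: 1 uM His-tagged tau, 30 uM sodium octadecylsulfate, thioflavine S dye in HEPES/NaCl/DTT buffer. Compound is added prior to the inducer. Fluorescence after 15 h at 37 C.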
# ERK AVP inh: qHTS Assay for Inhibitors of the ERK Signaling Pathway using a Homogeneous Screening Assay; HEK293-V1b, vasopressin-stimulated pERK AlphaScreen; AID 995, 2007; 72,000 compounds, 0.99% hits; Potency, µM (highest dose often 57.5 µM), inactives show at the highest dose activity, negative = inhibition, most hits filed as inhibitors; also: potency is read from the fitted curve at half-maximal effect; % is scaled to controls: 0 for no effect and ±100 for the full control effect; nearly all actives have a fitted effect of over 55% in size
#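 V1b-HEK293 cells; cpd 30 min 37C; 25 nM vasopressin 5 min; lyse 10 min; AlphaScreen beads 5 hr RT. Normalized to DMSO basal and 25 nM vasopressin; AC50 by Hill fit.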
# CRE-bla Fsk: Cell signaling CRE-BLA (Fsk stim) | CHO CRE-bla reporter (cAMP response element driving beta-lactamase), forskolin EC10, beta-lactamase ratio | 71,000 compounds, 2.5% hits | Potency, µM (highest dose often 38.2 µM), for the others: at the top dose activity change, negative = inhibition, usual class: activators; active = well fitted activation curve with a large enough effect in the signal ratio, with a control signal flat, not every such curve was filed as active; inconclusive = small, poorly fitted or top-dose-only effect, or effect the other way, or a change in a side signal; the % refers to the signal ratio; also: potency is read from the fitted curve at half-maximal effect; % of control where 0% means no effect
#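 AC50 values, positive or negative, reflect shifts in EC10 NKH 477-induced CRE-bla reporter activity in CHO cells. Incubation lasted 3 h at 37 °C before CCF4 substrate (2 h, room temperature) and ratiometric 460/530 nm reading.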
# HADH2 inhib: qHTS Assay for Inhibitors of HADH2 (Hydroxyacyl-Coenzyme A Dehydrogenase, Type II) | 73,000 compounds, 3.4% hits | Potency, µM (doses to about 57.1 µM), without a hit: top-dose activity change, negative = inhibition, most hits filed as inhibitors | recombinant HADH2, NADH fluorescence, beta-hydroxybutyryl-CoA; also: potency is read from the fitted curve at half-maximal effect; % is scaled to controls: 0 for no effect and ±100 for the full control effect; nearly all actives have a fitted effect of over 60% in size; many of its hits are not listed in these tables
# Target sequence (Q99714 whole entry, looked up, one chain of several): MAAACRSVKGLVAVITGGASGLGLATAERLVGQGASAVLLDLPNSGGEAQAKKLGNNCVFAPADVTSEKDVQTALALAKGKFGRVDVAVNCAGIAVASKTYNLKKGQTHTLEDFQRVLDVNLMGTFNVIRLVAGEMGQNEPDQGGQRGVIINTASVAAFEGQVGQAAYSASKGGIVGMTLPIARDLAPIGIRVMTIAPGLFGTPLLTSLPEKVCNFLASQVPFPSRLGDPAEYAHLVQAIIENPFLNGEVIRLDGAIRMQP
#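 Read-out: 360 nm excitation, 450 nm emission, kinetic over 4 min. Conditions: His-tagged human HADH2 20 nM, pH 9.0 Tris with Tween-20, 1 mM NAD+, 90 uM beta-hydroxybutyryl-CoA.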
# Texas Red fluor: qHTS Assay for Spectroscopic Profiling in Texas Red Spectral Region; 59,000 compounds, 0.06% hits; AID 587, 2007; max dye-equivalent concentration, M; Compound fluorescence, Texas Red channel, 547/618 nm; stronger effect = higher value; in the data active = max dye-equivalent concentration above about 10 nM; inconclusive = between about 1.1 nM and that limit
#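 Spectral interference profiling: each compound concentration's relative fluorescence, read with a 547 nm excitation and 618 nm emission filter pair, was normalized to a per-plate Texas Red standard curve.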
# Numbers without * were called inactive; i = inactive; u = inconclusive; x = not tested or not shown; [ ] = another dose, or the depositor's remark. Unless noted, calls follow the shape of the dose curve; as a rule, active = well fitted curve in the direction sought with a large enough effect; inconclusive = small, poorly fitted or top-dose-only effect, or another doubt; inactive = no such curve, though single readings can be large; an effect the other way counts as inactive or inconclusive. An excerpt; rates above refer to the full screens.
# Below each compound – HADH2 inhib | CRE-bla Fsk | Hsp90 Hop PPI | Texas Red fluor | ALOX15 inhib | Luciferase inh | DNA Pol III inh | Rhodamine autofl | ERK AVP inh | HBB splice mod | Tau filament bind
> COC(=O)[C@@H](NC(=O)Nc1ccc(C(C)=O)cc1)C(C)C
  12% | u | 0% | i | 6% | 1% | 0% | i | 12% | 4.1%[1.84 µM] | 10%
> O=C1c2ccccc2C(=O)N1C/C=C/CN1C(=O)c2ccccc2C1=O
  5% | -3% | 0% | x | 7% | 2% | -3% | x | 7% | -0.7% | -5%
> CN(C)c1ccc(CNC(=O)C2(C)C=CCN2C(=O)c2ccccc2)cc1 (stereo not given)
  -4% | -4% | -2% | x | u | x | -4% | x | 13% | -0.5% | -15%
> O=C(O)Cn1c(=O)oc2cc(S(=O)(=O)NC3CCCCC3)ccc21
  -3% | -1% | 0% | x | -6% | -1% | -7% | x | x | -0.2% | 20%
> O=P(O)(CN1CCCCCC1)CN1CCCCCC1
  0% | -3% | 1% | x | -9% | 1% | -3% | x | -1% | -0.9%[9.22 µM] | 47%
> COC(=O)c1ccc(CNC(=O)CNc2cc(C(F)(F)F)ccc2N2CCOCC2)cc1
  -6% | -6% | -11% | u | -5% | 0% | -3% | i | -6% | -2.3% | 6%
> COc1ccc(N2CCN(C(=O)CSc3nnc(-c4ccc5[nH]c(C)c(C)c5c4)o3)CC2)cc1
  32%[activator] | 8% | -7% | u | -14% | -2% | -1% | i | -13% | 0.1% | u
> c1ccc(CN2CCC3(CC2)Nc2ccccc2CO3)cc1
  11% | -8% | -5% | u | -1% | 0% | 1% | i | -4% | 0.7% | 3%
> CC1=CC(C)(C)N=C(Nc2ccc(C)cc2)S1
  -3% | 12% | 4% | u | 1% | 0% | -5% | i | 7% | 0.1%[57.5 µM] | 14%
> CCc1cc(=O)oc2cc(OCC(=O)O)c(Cl)cc12
  -28% | -4% | -1% | i | -1% | 4% | -4% | i | 1% | -0.8% | u
> O=C(CSc1nnc(-c2cccs2)n1-c1ccccc1)N1CCN(C(=O)c2ccco2)CC1
  -20% | 3% | -6% | u | -13% | 2% | -2% | i | 21% | 0.3% | 1%
> CCNc1ncc2nc(-c3ccc(Cl)cc3)c(=O)n(C)c2n1
  37%[activator] | u | -4% | i | -1% | -5%[11.4 µM] | 0% | i | 24% | 1.8% | -4%
> COc1ccc2[nH]c3c(=O)n(Cc4ccco4)cnc3c2c1
  50%[activator] | u | 1% | u | -6% | -4% | -2% | i | -9% | -2.1%[1.84 µM] | 29%
> COc1cccc(C(=O)CSc2nnc(-c3cc(OC)c(OC)c(OC)c3)o2)c1
  -3% | u | -2% | i | 2% | -1% | 5% | i | 7% | 0.1% | 4%
> O=C(Nc1cccc(Cl)c1)N1CCN(c2ncccn2)CC1
  6% | u | 3% | i | -1% | -1% | -4% | i | 15% | x | 0%
> O=C(NCc1cccnc1)[C@@H]1[C@@H](C(=O)O)[C@H]2CC[C@@H]1O2
  8%[11.4 µM] | -7%[7.6 µM] | -2%[11 µM] | i | -3%[11.4 µM] | 3%[11.4 µM] | -9%[11.4 µM] | i | -9%[11.5 µM] | 6.1%[9.22 µM] | 16%[11.4 µM]
> CC(C)Oc1ccc(C2CNC(=O)C2)cc1 (stereo not given)
  2% | -10% | -4% | x | 6% | 1% | -2% | x | x | 1.2% | 14%
> CC(=O)c1cccc(NC(=O)C2CCN(S(C)(=O)=O)CC2)c1
  7% | -5% | -3% | i | 3% | 3% | 1% | i | -1% | 0.7% | 7%
> CCOC(=O)c1ccc(NC(=O)CSc2nnc(COc3ccccc3)n2C)cc1
  11% | -5% | 2% | u | 2% | -1% | 2% | i | 22% | -1.0% | 91%
> COC(=O)N1CCC2(CCCN(C(=O)Nc3ccc(OC)cc3)C2)CC1
  -1% | 1% | -6% | i | 9% | 1%[11.4 µM] | 11% | i | -2% | 1.2% | -4%
> CCOC(=O)CSc1nc2cc3c(cc2cc1C#N)OCO3
  33%[activator] | 15% | u | i | -15% | 0% | 5% | i | 19% | 0.0%[57.5 µM] | 16%
> Clc1ccccc1OCCn1cnc2ccccc21
  5% | u | -2% | u | 11% | -8% | -3% | i | -16% | 0.8% | -10%
> O=C(CSc1nnc2scc(-c3ccccc3)n12)Nc1ccc2c(c1)OCCO2
  8% | u | 1% | i | -2% | 1% | -2% | i | -15% | 9.3% | 14%
> Cc1nnc2n(Cc3ccccc3)c(=O)c3c4c(sc3n12)COC(C)(C)C4
  16% | 20% | -4% | i | -1% | -1% | 5% | i | u | x | 28%
> Nc1nc(-c2ccccc2)cc(C(F)(F)F)n1
  -23% | u | 5% | i | -7% | -1% | -5% | i | 5% | -0.8% | -10%
> O=C(COC(=O)Cn1[nH]c(=O)c2ccccc2c1=O)Nc1ccc2c(c1)OCO2
  -3% | 0% | -1% | i | 2% | -6% | -7% | i | 19% | -0.3%[57.5 µM] | 0%
> CCOC(=O)C1C(=O)Nc2nc3ccccc3n2C1C(C)C (stereo not given)
  -2% | -5% | -5% | i | 17% | 5% | 3% | i | 7% | 2.6%[57.5 µM] | 7%
> O=C(CCC(=O)OCCCC(F)(F)C(F)(F)F)NC1CCCCC1
  -23% | -2% | 1% | x | -20% | -1% | -3% | x | 8% | -0.2% | 0%
> O=C(Nc1nc2ccc(S(=O)(=O)N3CCCC3)cc2s1)c1cccs1
  u | 2% | -2% | i | u | -17% | 12% | i | -13% | -0.6% | 26%
> CCOC(=O)C1C(=O)NC(N2CCN(Cc3ccccc3)CC2)=NC1c1ccco1 (stereo not given)
  u | -8% | -1% | i | -1% | 3% | -2% | i | 4% | -1.6%[57.5 µM] | 3%
> CCOC(=O)CSc1nnc(CNC(=O)c2cc(OCC)c(OCC)c(OCC)c2)n1C
  5% | -10% | 1% | i | 3% | 1% | -1% | i | 1% | 3.9% | 3%
> CN1CCCC(OC(=O)COc2ccc(Br)cc2)C1 (stereo not given)
  8% | -28% | -3% | i | 3% | -4% | -3% | i | 11% | 1.0% | 0%
> CCCOCC(C)OCC(C)O (stereo not given)
  1% | -6% | -3% | x | 6% | x | -1% | x | 14% | -0.1% | 12%
> O=C(Nn1cnnc1)c1cc(-c2ccccn2)nc2ccccc12
  -18% | u | 0% | i | 9% | -26% | -7% | i | -2% | -7.0% | 1%
> CC1N=C2c3ccccc3N=C(SCc3cc(=O)n4cc(Cl)ccc4n3)N2C1=O (stereo not given)
  -6% | u | -8% | i | -5% | 0% | 0% | i | 34% | -2.6% | 196%
> CCCOc1ccc(C2C(=O)N(C3CCCCC3)CC(=O)N2CCCOCC)cc1OC (stereo not given)
  3% | u | -1% | u | 2% | 0% | -5% | i | 5% | 0.7% | 1%
> Cc1nc(CC(=O)c2c(C)cc(O)cc2O)cs1
  -21% | 4% | -1% | x | -16% | -1% | 2% | x | -13% | -2.2% | -14%
> O=S(=O)(c1cccc(-c2nnc(SC(F)F)n2-c2ccccc2)c1)N1CCCCC1
  18% | u | 0% | i | -2% | -2% | 8% | i | 10% | -0.3%[57.5 µM] | 2%
> Cc1cc(NCCCCO)n2c(nc3ccccc32)c1C#N
  32µM* | u | 0% | i | 2% | -2% | -8% | i | -16% | x | 10%
> Cn1c(=O)cc(SCC(=O)N2CCCC2)c2ccccc21
  -13% | -4% | 2% | i | -1% | -1% | -3% | i | 17% | -0.6% | 20%
> O=C(O)CCS(=O)(=O)Cc1cccc(Cl)c1
  -13% | u | -3% | i | 0% | 2% | -5% | i | 6% | 0.7%[57.5 µM] | -8%
> Cn1c(Cn2nnc3ccccc32)nnc1SCC(=O)Nc1ccc2c(c1)OCO2
  3% | -4% | -4% | i | 8% | 1% | 1% | i | -5% | x | -4%

# Screening data deposited in PubChem BioAssay by National Center for Advancing Translational Sciences (NCATS).
